Assay outcomes: PubChem, several laboratories
DYRK1A inh = inhibitors of rat Dyrk1A kinase; inhibition, % at 12.5 µM; AID 504441; 310,000 tested, 0.43% active; Q63470; ADP-Glo luminescence, NFATc1 peptide; in the data active means inhibition above about 50%;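 further: plate controls were vehicle with enzyme for no effect and no enzyme for full effect; many of its hits are not listed in these tables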
GSK3 alpha inh = blocks human GSK-3 alpha kinase | P49840 | ADP-Glo luminescence, 60 min | inhibition, % at 10 µM | 320,000 tested, 0.1% active;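 in the data active means inhibition above about 50%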;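 further: GST-tagged GSK-3 alpha with peptide substrate and 25 µM ATP; 0% = DMSO neutral wells and 100% = GW8510 positive control wells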
Target sequence (P49840 whole entry, looked up): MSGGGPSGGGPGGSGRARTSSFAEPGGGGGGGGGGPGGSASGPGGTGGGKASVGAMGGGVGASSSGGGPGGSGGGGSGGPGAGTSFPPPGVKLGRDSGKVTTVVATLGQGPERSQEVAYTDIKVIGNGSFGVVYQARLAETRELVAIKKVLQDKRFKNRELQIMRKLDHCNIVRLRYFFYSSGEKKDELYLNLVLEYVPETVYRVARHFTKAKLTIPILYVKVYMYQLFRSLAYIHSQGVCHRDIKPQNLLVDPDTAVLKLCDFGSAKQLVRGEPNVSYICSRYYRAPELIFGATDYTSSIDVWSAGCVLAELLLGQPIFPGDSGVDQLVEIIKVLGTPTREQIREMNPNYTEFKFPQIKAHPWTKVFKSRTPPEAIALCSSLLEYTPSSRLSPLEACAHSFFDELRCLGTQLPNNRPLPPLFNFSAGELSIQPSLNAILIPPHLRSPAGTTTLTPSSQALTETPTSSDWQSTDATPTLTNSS
HDAC3 inhib = human HDAC3 inhibition; O15379; recombinant HDAC3, fluorogenic peptide/trypsin coupled, fluorescence; inhibition, % at 8.3 µM; 320,000 tested, 0.15% active; AID 2718; in the data active means inhibition above about 26%, passing the limit was not always enough
KCNK3 inh = human KCNK3 channel inhibition, primary screen; O14649; CHO-KCNK3 thallium flux, FluxOR fluorescence; stronger effect = lower value; B-score at 10 µM; 340,000 tested, 0.84% active;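 active means B-score under library mean minus 4 SD, starting fluorescence ratio at most library mean plus 5 SD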;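 further: more negative B-score means stronger inhibition of thallium flux through KCNK3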
Target sequence (O14649 whole entry, looked up): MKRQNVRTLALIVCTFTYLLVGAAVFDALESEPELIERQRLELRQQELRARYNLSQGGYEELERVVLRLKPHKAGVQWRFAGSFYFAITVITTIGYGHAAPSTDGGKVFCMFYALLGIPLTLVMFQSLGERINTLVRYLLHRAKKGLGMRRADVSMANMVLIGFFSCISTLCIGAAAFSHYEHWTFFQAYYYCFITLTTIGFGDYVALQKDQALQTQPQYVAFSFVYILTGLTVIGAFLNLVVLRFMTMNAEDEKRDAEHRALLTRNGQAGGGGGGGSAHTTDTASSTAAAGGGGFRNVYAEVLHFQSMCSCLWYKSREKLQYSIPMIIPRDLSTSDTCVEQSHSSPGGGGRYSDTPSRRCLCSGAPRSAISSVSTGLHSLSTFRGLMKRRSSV
Numbers without * were called inactive; i = inactive.

| no. | SMILES | KCNK3 inh | DYRK1A inh | HDAC3 inhib | GSK3 alpha inh |
| --- | --- | --- | --- | --- | --- |
| 1 | CCOc1ccc(C(=O)OCC(=O)Nc2ccc3c(c2)OCCO3)cc1OC | i | 0.8 | 4.0 | -5.7 |
| 2 | COc1ccc(Cl)cc1NC(=O)COC(=O)c1c(-c2ccccc2)noc1C | i | -0.3 | 2.0 | -2.8 |
| 3 | COC(=O)c1ccc(NC(=O)COC(=O)COc2cccc3c2OC(C)(C)C3)cc1 | i | 1.2 | 1.6 | 10.9 |
| 4 | COc1ccc(CNC(=O)c2cc(C3CC3)nc3c2cnn3C(C)C)cc1OC | i | -0.1 | 2.3 | -3.5 |
| 5 | COc1ccc(NC(=O)Nc2cccc3c2O[C@H](CN(C)C(=O)Nc2ccc(C(F)(F)F)cc2)[C@@H](C)CN([C@H](C)CO)C3=O)cc1 | i | -1.2 | -1.6 | -1.3 |
| 6 | Cc1sc2ncnc(SCC(=O)N3CCOCC3)c2c1C | i | 4.6 | 6.2 | -0.1 |
| 7 | Cc1cnc(NC(=O)c2ccc(-c3ccc([N+](=O)[O-])cc3)o2)s1 | i | 0.5 | -3.7 | -2.2 |
| 8 | CCCn1c(N)c(C(=O)CSc2ncn[nH]2)c(=O)n(C)c1=O | i | -2.9 | -10.6 | -1.6 |
| 9 | Cc1sc2nc(CSC(C)C(=O)Nc3ccc(Cl)cn3)[nH]c(=O)c2c1C (configuration not stated) | i | -1.8 | 4.3 | 3.2 |
| 10 | CCOC(=O)c1[nH]cnc1C(=O)N1CCC(C)CC1 | i | 0.7 | 13.1 | -1.4 |
| 11 | Cc1ccc(S(=O)(=O)CCC(=O)NC2CCCCC2)cc1 | i | -2.0 | 1.9 | -1.0 |
| 12 | Cc1ccc(S(=O)(=O)N2CC(C(=O)O)=CC[C@H]2c2ccc3c(c2)OCO3)cc1 | i | -12.5 | -1.7 | -7.5 |
| 13 | Cc1csc(=O)n1CC(=O)Nc1ccc(S(C)(=O)=O)cc1 | i | -5.4 | 4.2 | -3.1 |
| 14 | CC1(C)Cc2cccc(OCC(=O)NCCc3ccc(S(N)(=O)=O)cc3)c2O1 | i | 1.0 | 2.1 | 0.9 |
| 15 | O=C(NCc1ccccc1F)c1cccc(S(=O)(=O)N2CCCCC2)c1 | i | 1.5 | -14.7 | 1.6 |
| 16 | Cc1ccc(NC(=O)COC(=O)Cn2ccc(C(F)(F)F)n2)cc1Cl | i | -1.1 | 7.1 | -3.6 |
| 17 | COc1cccc(CNC(=O)COC(=O)C2CCN(c3ccc(C(F)(F)F)cn3)CC2)c1 | i | -7.0 | 12.9 | -0.6 |
| 18 | CCN(CC)C(=O)c1nc[nH]c1C(=O)N1CCc2ccccc2C1 | i | 40.0 | -7.7 | -4.2 |
| 19 | CC1(C)O[C@@H]2C[C@H]3[C@@H]4CCC5=CC(=O)C=C[C@]5(C)[C@@]4(F)[C@@H](O)C[C@]3(C)[C@]2(C(=O)CO)O1 | i | 8.6 | 2.5 | -1.6 |
| 20 | Cc1ccc(C(C)C)c(OCC(=O)NN=C2CCCC(=O)C2)c1 | i | 3.1 | -3.1 | -3.8 |
| 21 | CC(C)(C)OC(=O)N[C@@H](C(=O)OC(C)(C)C)c1ccc2c(c1)OCO2 | i | 1.6 | 6.3 | -0.3 |
| 22 | CCC(=O)c1ccc(OCC(=O)N(CC)CC(=O)Nc2ccccc2OC)cc1 | i | 2.7 | 0.6 | 3.1 |
| 23 | O=c1cc(NCc2ccc3c(c2)OCO3)[nH]c(=O)n1-c1ccc(Cl)cc1 | i | -4.8 | -2.3 | -1.7 |
| 24 | CN(c1ccc(OCC(=O)OCC(=O)Nc2ccc(OC(F)F)cc2)cc1)S(=O)(=O)c1cccs1 | i | -3.0 | 0.3 | -2.4 |
| 25 | CC1(C)NC(=O)N(CC(=O)N2CCN(c3ccc([N+](=O)[O-])cc3)CC2)C1=O | i | -3.6 | 10.9 | -3.3 |
| 26 | Nc1cc(S(=O)(=O)Nc2ccccc2Cl)ccc1N1CCCCC1 | i | -3.2 | -1.2 | -16.1 |
| 27 | O=C(Cn1cnc2sc(-c3ccccc3)cc2c1=O)NCc1ccco1 | i | 12.7 | 0.7 | -2.2 |
| 28 | O=C(CCC(=O)c1cccs1)OCC(=O)c1ccccc1 | i | -4.3 | -5.1 | -1.9 |
| 29 | O=C(Nc1c(Cl)cc(Cl)cc1C(=O)NCc1cccnc1)c1ccc(Cl)cc1Cl | i | -2.0 | 1.6 | -0.5 |
| 30 | CC1CCC2(CC1)NC(=O)N(CC(=O)Nc1ccc(F)cc1)C2=O (configuration not stated) | i | 4.4 | -2.5 | 0.1 |
| 31 | CCOc1ccc(C(=O)OCC(=O)NCC2CCCO2)cc1 (configuration not stated) | i | -3.7 | -6.6 | -2.3 |
| 32 | C=CC[C@@H](CC(=O)NCCO)C(=O)NC[C@@H](OC(=O)[C@H](CC=C)CC(=O)OC(C)(C)C)c1ccccc1 | i | 5.6 | 9.3 | -3.6 |
| 33 | O=C1N[C@H](Cc2ccccc2)COC(=O)[C@H](Cc2ccc(F)cc2)CC/C=C/C[C@H]1CC(=O)N(CCO)Cc1ccccc1 | i | -5.7 | -13.9 | 4.0 |
| 34 | COc1cccc(/C=C/C(=O)OCC(=O)NC(=O)NC2CCCC2)c1 | i | -4.4 | -8.9 | -0.4 |
| 35 | O=C(C[C@H]1C/C=C\CC[C@H](Cc2ccc(F)cc2)C(=O)OC[C@H]2CCCN2C1=O)N[C@@H](CO)Cc1ccccc1 | i | 17.6 | -6.1 | 1.3 |
| 36 | NC(=O)c1ccc(NC(=O)CSc2nnc(C3CC3)n2C2CC2)cc1 | i | 8.0 | 2.0 | -2.3 |
| 37 | Cc1cc(NC(=O)CSCC(=O)N2CCN(c3ccccc3)CC2)no1 | i | -2.4 | -4.0 | 1.1 |
| 38 | O=C(COc1ccccc1F)NCCc1ccc2c(c1)OCCO2 | i | 16.8 | -5.9 | -2.1 |
| 39 | Cn1nnnc1Sc1ncnc2scc(-c3cccc(C(F)(F)F)c3)c12 | i | 6.1 | 0.1 | -2.9 |
| 40 | C[C@@H](NC(=O)c1nc[nH]c1C(=O)NCCCCCNC(=O)OC(C)(C)C)c1ccccc1 | i | 4.1 | 13.4 | 2.3 |
| 41 | O=C(/C=C/c1ccc([N+](=O)[O-])cc1)OCC(=O)c1ccc[nH]1 | i | -2.8 | -0.2 | -2.4 |
| 42 | C[C@@H]1COC(=O)[C@H](Cc2ccc(F)cc2)C/C=C\C[C@@H](CC(=O)NCCO)C(=O)N1 | i | -3.1 | 4.3 | -0.2 |
| 43 | CCN(c1ccccc1)S(=O)(=O)c1ccc(OC)c(NC(=O)Cc2ccc(F)cc2)c1 | i | -3.1 | -0.9 | -5.0 |
| 44 | CC(=O)N1CCN(C(=O)COC(=O)/C=C/c2ccccc2[N+](=O)[O-])CC1 | i | -0.7 | 4.6 | 0.9 |
| 45 | O=C(Cc1cccc(NC(=O)C2CCN(C(=O)C3CCCC3)CC2)c1)Nc1cccc(C(=O)N2CCCC2)c1 | i | 0.0 | -0.4 | -2.0 |
| 46 | CCOc1ccc(C(=O)O[C@H]2[C@H](Cc3ccccc3)NS(=O)(=O)[C@H]3C[C@@H]4C=C[C@]23O4)cc1 | i | -18.9 | 0.6 | -3.5 |
| 47 | CCOc1ccccc1NC(=O)COC(=O)c1cc(C)oc1C | i | -4.9 | 1.5 | -0.1 |
| 48 | CC(OC(=O)c1ccc(-n2cnnn2)cc1)C(=O)Nc1ccccc1[N+](=O)[O-] (configuration not stated) | i | -1.8 | -1.7 | 3.7 |
| 49 | Cc1ccc2c(CN3CCN(S(=O)(=O)c4ccccc4C(F)(F)F)CC3)cc(=O)oc2c1 | i | 3.9 | 10.6 | -2.2 |
| 50 | COc1cc(/C=C/C(=O)OC(C)C(=O)Nc2ccc(Cl)cn2)ccc1OC(F)F (configuration not stated) | i | -7.9 | 5.3 | -5.6 |
| 51 | O=C(Nc1ccccc1)c1nc[nH]c1C(=O)NCCCNC(=O)c1[nH]cnc1C(=O)Nc1ccccc1 | i | 0.5 | -7.6 | -1.3 |
| 52 | Nc1cccc(C#Cc2ccc3c(=O)c4ccccc4oc3c2)c1 | i | 3.2 | -0.7 | 0.0 |
| 53 | COc1ccccc1C1CC(c2c(-c3ccccc3)c3cc(Cl)ccc3[nH]c2=O)=NN1S(C)(=O)=O (configuration not stated) | i | 5.0 | 12.0 | -7.6 |
| 54 | COc1ccc(C2=Nn3c(nnc3-c3ccccc3OC)SC2)cc1OCC1CC1 | i | 17.9 | 3.5 | 4.6 |
| 55 | CCN(CC(=O)Nc1ccc(NC(C)=O)cc1)C(=O)CSC(=S)N1CCCC1 | i | -3.8 | -1.9 | -3.8 |
| 56 | Cc1cc(O)c(Sc2ncn[nH]2)cc1NS(=O)(=O)c1ccc(Cl)cc1 | i | 4.8 | 6.4 | -7.1 |
| 57 | Nc1c(N(Cc2ccco2)C(=O)COc2ccccc2)c(=O)[nH]c(=O)n1Cc1ccccc1 | i | 0.2 | -5.6 | -0.9 |
| 58 | CC1O[C@@H](OC2C(O)C(O)C(CO)O[C@H]2OC2C[C@]3(C)C(CC(O)C4[C@@H]([C@]5(C)CC[C@@H](C(C)(C)O)O5)CC[C@]43C)[C@@]3(C)CCC(O)C(C)(C)C23)C(O)C(O)C1O (some centres not stated) | i | -8.0 | -6.4 | -3.8 |
| 59 | O=C(OCc1c(F)cccc1Cl)c1cccc(S(=O)(=O)N2CCOCC2)c1 | i | 0.7 | 3.1 | -1.3 |
| 60 | COc1ccc(NC(=O)c2ccc(-c3ccc(C(C)=O)cc3)o2)cn1 | i | 29.4 | -1.2 | -1.0 |

(continued)
| no. | SMILES | KCNK3 inh | DYRK1A inh | HDAC3 inhib | GSK3 alpha inh |
| --- | --- | --- | --- | --- | --- |
| 61 | CC(C)CN(C(=O)CSc1ncnc2sccc12)C1CCS(=O)(=O)C1 (configuration not stated) | i | 4.1 | 3.3 | 1.1 |
| 62 | CC(C)(C)c1ccc(C(=O)NNC(=O)CNC(=O)c2cccs2)cc1 | i | 9.4 | 3.4 | 0.7 |
| 63 | N#Cc1nc(Nc2cccc(Cl)c2)c2ncn(C3CCCC3)c2n1 | i | -11.0 | -7.7 | 1.1 |
| 64 | Cn1c(N)c(C(=O)CSc2nnc(N)s2)c(=O)n(C)c1=O | i | 3.8 | 0.0 | 8.9 |
| 65 | O=C(CN1C(=O)NC(c2ccccc2)(c2ccccc2)C1=O)NCC(=O)Nc1ccc(F)cc1 | i | 3.5 | -1.0 | 1.2 |
| 66 | COc1ccc(C(CNC(=O)COc2c(C)cc(C)cc2C)N2CCOCC2)cc1 (configuration not stated) | i | -3.1 | 4.4 | 0.6 |
| 67 | COc1ccc(C(=O)NCC(=O)N2CCN(c3ncccn3)CC2)cc1OC | i | -2.7 | -1.8 | -0.5 |
| 68 | COc1ccc(NC(=O)CN(C)C(=O)c2oc3c(ccc4ccccc43)c2C)cc1 | i | 11.2 | 7.7 | -0.3 |
| 69 | Cc1cc(Cl)c(C)c(S(=O)(=O)Oc2ccccc2NC(=O)CCC(=O)O)c1Cl | i | -4.7 | 5.2 | -0.2 |
| 70 | CC1(C(=O)N(c2ccccc2)C(C(=O)NC2CCCC2)c2ccccn2)CC(=O)N=C2C=CC=CN21 (configuration not stated) | i | -0.8 | -50.5 | -3.5 |
| 71 | O=C(OCC(=O)C12CC3CC(CC(C3)C1)C2)c1ccc(O)cc1 | i | 7.7 | -11.4 | -0.4 |
| 72 | CCc1cn(C2CC(O)C(CO)O2)c(=O)[nH]c1=O (configuration not stated) | i | -2.3 | -1.4 | 1.5 |

Rewritten with values under each structure: 13 of the compounds above
Every second line gives: KCNK3 inh, DYRK1A inh, HDAC3 inhib, GSK3 alpha inh
1) CCOc1ccc(C(=O)OCC(=O)Nc2ccc3c(c2)OCCO3)cc1OC
→ i, 0.8, 4.0, -5.7
2) COc1ccc(Cl)cc1NC(=O)COC(=O)c1c(-c2ccccc2)noc1C
→ i, -0.3, 2.0, -2.8
3) COC(=O)c1ccc(NC(=O)COC(=O)COc2cccc3c2OC(C)(C)C3)cc1
→ i, 1.2, 1.6, 10.9
4) COc1ccc(CNC(=O)c2cc(C3CC3)nc3c2cnn3C(C)C)cc1OC
→ i, -0.1, 2.3, -3.5
5) COc1ccc(NC(=O)Nc2cccc3c2O[C@H](CN(C)C(=O)Nc2ccc(C(F)(F)F)cc2)[C@@H](C)CN([C@H](C)CO)C3=O)cc1
→ i, -1.2, -1.6, -1.3
6) Cc1sc2ncnc(SCC(=O)N3CCOCC3)c2c1C
→ i, 4.6, 6.2, -0.1
7) Cc1cnc(NC(=O)c2ccc(-c3ccc([N+](=O)[O-])cc3)o2)s1
→ i, 0.5, -3.7, -2.2
8) CCCn1c(N)c(C(=O)CSc2ncn[nH]2)c(=O)n(C)c1=O
→ i, -2.9, -10.6, -1.6
9) Cc1sc2nc(CSC(C)C(=O)Nc3ccc(Cl)cn3)[nH]c(=O)c2c1C (configuration not stated)
→ i, -1.8, 4.3, 3.2
10) CCOC(=O)c1[nH]cnc1C(=O)N1CCC(C)CC1
→ i, 0.7, 13.1, -1.4
11) Cc1ccc(S(=O)(=O)CCC(=O)NC2CCCCC2)cc1
→ i, -2.0, 1.9, -1.0
12) Cc1ccc(S(=O)(=O)N2CC(C(=O)O)=CC[C@H]2c2ccc3c(c2)OCO3)cc1
→ i, -12.5, -1.7, -7.5
13) Cc1csc(=O)n1CC(=O)Nc1ccc(S(C)(=O)=O)cc1
→ i, -5.4, 4.2, -3.1

Only part of the results is shown; rates above refer to the full screens.
